ELG1 DNA repair: blocks ELG1-dependent DNA repair in HEK293T cells; Potency, µM (titrated, usually from 46.1 µM), for the others: at the top dose activity change, negative = inhibition, actives largely listed as inhibitors; HEK293T ELG1-luciferase reporter, luminescence, 16 h; DNA damage induced by 5-fluorouridine; 330,000 compounds, 2.3% hits; also: potency is read from the fitted curve at half-maximal effect; % is scaled to controls: 0 for no effect and ±100 for the full control effect; nearly all actives have a fitted effect of over 55% in size
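Reporter activity after DNA damage by 5-fluorouridine is monitored. Compound-treated cells incubate 16 hr at 37 °C, then ONE-Glo is added for 30 min before luminescence reading.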
PKM2 activator: activators of human pyruvate kinase M2; Potency, µM (top dose mostly 57.5 µM), without a hit: at the highest dose activation, hits mostly activators; AID 1631; P14618; purified PKM2, Kinase-Glo ATP luminescence, activation; response scale: 0% is enzyme alone, no compound; 260,000 compounds, 0.34% hits; also: potency is read from the fitted curve at half-maximal effect; % is scaled to controls: 0 for no effect and ±100 for the full control effect; nearly all actives have a fitted effect of over 55% in size
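Kinase-Glo luminescence reports ATP generated from ADP (0.1 mM) and PEP (0.5 mM) by purified hPK-M2 after 1 h at room temperature, pH 7.2 imidazole buffer; intermediate enzyme activity allows detecting inhibitors and activators.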
NPC1 promoter act: activates the NPC1 promoter; Huh7 NPC1 promoter luciferase reporter, 24 h; Potency, µM (top dose mostly 9.22 µM), for inactives: at the highest dose activation, actives largely listed as activators; 320,000 compounds, 2.4% hits; AID 485313;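 also: potency is read from the fitted curve at half-maximal effect; % of control where 0% means no effect; nearly all actives have a fitted effect of over 60% in size; reporter is driven by a mutant NPC1 promoter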
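Readout is luciferase luminescence, reflecting NPC1 promoter activation in stably transfected Huh7 cells after 24 h compound exposure at 37 °C in reduced-serum medium with 10% FBS.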
RORgamma inh: blocks mouse ROR gamma transcriptional activity | Potency, µM (titrated, usually from 53.6 µM), without a hit: top-dose activity change, negative = inhibition, usual class: inhibitors | Drosophila S2 Gal4-RORgamma UAS-luciferase reporter, 20 h | 310,000 compounds, 5.4% hits | P51450; also: potency is read from the fitted curve at half-maximal effect; % is scaled to controls: 0 for no effect and ±100 for the full control effect; nearly all actives have a fitted effect of over 60% in size
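Stable Schneider cell line, Gal4 DNA-binding domain fused to ROR gamma, UAS-luciferase. Cmpd 1 hr RT → CuSO4 700 uM final → 20 hr RT → luciferase reagent 10 min → luminescence.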
MBNL1-CUG inh: inhibitors of human MBNL1 binding to CUG repeat RNA; Q9NR56; TR-FRET MBNL1-His/biotin-(CUG)12 binding, 665/545 ratio; Potency, µM (series often up to 57.5 µM), without a hit: top-dose activity change, negative = inhibition, hits mostly inhibitors; 280,000 compounds, 0.036% hits; active = well fitted inhibition curve with a large enough effect in the signal ratio, with a control signal flat, not every such curve was filed as active; inconclusive = small, poorly fitted or top-dose-only effect, or effect the other way, or a change in a side signal; inactive = no such curve, though single readings can be large or run the other way; the % refers to the signal ratio; also: potency is read from the fitted curve at half-maximal effect; % is scaled to controls: 0 for no effect and ±100 for the full control effect
Target sequence (Q9NR56 whole entry, looked up): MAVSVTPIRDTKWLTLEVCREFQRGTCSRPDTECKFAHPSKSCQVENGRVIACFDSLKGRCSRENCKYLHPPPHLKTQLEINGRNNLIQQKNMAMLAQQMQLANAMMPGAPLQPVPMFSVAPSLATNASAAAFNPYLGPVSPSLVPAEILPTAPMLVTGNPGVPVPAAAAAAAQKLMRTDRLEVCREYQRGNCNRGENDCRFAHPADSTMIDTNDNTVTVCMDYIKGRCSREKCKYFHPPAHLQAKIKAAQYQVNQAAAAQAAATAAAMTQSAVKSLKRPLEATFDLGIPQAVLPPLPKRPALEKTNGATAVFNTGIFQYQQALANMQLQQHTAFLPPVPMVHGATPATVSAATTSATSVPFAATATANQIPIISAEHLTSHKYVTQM
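Compound titration spanned 92 nM–58 uM against the MBNL1-His/biotin-(CUG)12 complex. After 60 min at room temperature with 5 nM streptavidin-XL665 and 0.055 ng/ul terbium anti-His, ratiometric 665/545 nm emission (Ex 340 nm) normalized to controls.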
KCNH2 3.1 inh: KCNH2 3.1 (human) potassium channel inhibition; U2OS KCNH2 3.1, thallium flux FluxOr; stronger effect = lower value; activity change, % (tested at about 1.8 µM); 340,000 compounds, 0.95% hits;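 active = maximum activity change below -70%; inconclusive = maximum activity change from -70% to -50%; inactive = maximum activity change above -50%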;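 also: thallium influx rate constant from kinetic fluorescence after stimulation buffer; % is scaled to controls: 0 for no effect and ±100 for the full control effect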
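U2OS cells transduced with KCNH2 3.1 mutant virus (1.77 x 10^8 /mL, 4 h), plated overnight at 37 C, loaded 45 min with FluxOr dye plus Red40 quencher. Thallium flux rate constant from kinetic reads after stimulation buffer, normalised to controls.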
Rab9 prom act: activates the Rab9 promoter; Potency, µM (highest dose often 9.22 µM), for inactives: at the top dose activation, negative = inhibition, actives largely listed as activators; 320,000 compounds, 2.8% hits; Huh7 Rab9 promoter-luciferase reporter, luminescence, 24 h; also: potency is read from the fitted curve at half-maximal effect; % of control where 0% means no effect; nearly all actives have a fitted effect of over 60% in size
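Huh7 cells stably carrying a Rab9 promoter-luciferase reporter, 1500 cells per well in OP-MEM I with 10% FBS, treated with compound 24 hours at 37C. Luciferase activity read by luminescence after 10 minutes with Amplite reagent.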
Menin-MLL TR inh: menin-MLL binding inhibition, Texas Red mutant peptide; O00255; Menin + Texas Red MLL mutant peptide, fluorescence polarization; Potency, µM (top dose mostly 61.6 µM), for inactives: at the highest dose FP activity change, negative = inhibition, usual class: inhibitors; 270,000 compounds, 0.23% hits; active = well fitted inhibition curve with a large enough effect in the polarisation, with a control signal flat, not every such curve was filed as active; inconclusive = small, poorly fitted or top-dose-only effect, or effect the other way, or a change in a side signal; inactive = no such curve, though single readings can be large or run the other way; the % refers to the polarisation; also: potency is read from the fitted curve at half-maximal effect; % of control where 0% means no effect; many of its hits are not listed in these tables
Target sequence (O00255 whole entry, looked up): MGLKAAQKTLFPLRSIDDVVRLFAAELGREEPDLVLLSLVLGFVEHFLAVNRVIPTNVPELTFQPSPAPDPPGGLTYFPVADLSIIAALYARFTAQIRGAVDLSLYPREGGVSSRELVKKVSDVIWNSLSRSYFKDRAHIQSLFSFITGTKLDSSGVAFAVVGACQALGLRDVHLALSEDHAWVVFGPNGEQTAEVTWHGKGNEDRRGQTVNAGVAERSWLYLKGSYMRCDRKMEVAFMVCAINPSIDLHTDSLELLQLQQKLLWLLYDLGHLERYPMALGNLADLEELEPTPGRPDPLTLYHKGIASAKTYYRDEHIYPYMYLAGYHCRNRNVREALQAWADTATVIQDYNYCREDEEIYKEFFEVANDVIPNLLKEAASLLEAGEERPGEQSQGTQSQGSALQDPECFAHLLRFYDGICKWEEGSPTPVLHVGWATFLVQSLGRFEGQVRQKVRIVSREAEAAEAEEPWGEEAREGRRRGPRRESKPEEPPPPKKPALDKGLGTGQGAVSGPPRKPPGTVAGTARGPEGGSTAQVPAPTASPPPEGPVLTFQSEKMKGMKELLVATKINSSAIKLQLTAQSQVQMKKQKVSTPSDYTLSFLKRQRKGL
Mito fusion yeast: inhibitors of mitochondrial division or activators of mitochondrial fusion. S. cerevisiae fusion-defective mutant growth rescue, CellTiterGlo 48 h. Potency, µM (doses to about 46.1 µM), for inactives: top-dose growth rescue (activation), most hits filed as activators. 320,000 compounds, 0.23% hits;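 also: potency is read from the fitted curve at half-maximal effect; % of control where 0% means no effect; nearly all actives have a fitted effect of over 45% in size; temperature-sensitive fusion mutants such as fzo1-1 at 37 °C on non-fermentable ethanol glycerol medium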
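Yeast fusion mutant, YPEG (non-fermentable carbon), compound, 48 h at 37C non-permissive; CellTiterGlo added, 10 min RT, luminescence read. Rescued growth = division inhibition.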
VP16 counter: inhibits Gal4-VP16 luciferase reporter, ROR gamma counter-screen; Potency, µM (doses to about 53.6 µM), for the others: top-dose activity, negative = inhibition, most hits filed as inhibitors; 310,000 compounds, 3.5% hits; AID 2546; Drosophila S2 Gal4-VP16 UAS-luciferase, luminescence, 20 h;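 also: Gal4-VP16 expression switched on by copper sulfate through the metallothionein promoter; potency is read from the fitted curve at half-maximal effect; % is scaled to controls: 0 for no effect and ±100 for the full control effect; nearly all actives have a fitted effect of over 50% in size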
FLuc modulator: inhibits or activates purified firefly luciferase, miR-21 counter-screen; P08659; purified FLuc, Km substrates, luminescence inhibition; Potency, µM (series often up to 57.5 µM), without a hit: top-dose activity change, negative = inhibition, most hits filed as inhibitors; 360,000 compounds, 6.9% hits;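 also: potency is read from the fitted curve at half-maximal effect; plate controls were vehicle for no effect and reference inhibitor for full effect; nearly all actives have a fitted effect of over 55% in size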
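Purified P. pyralis luciferase, 10 nM final, with Km-level 10 uM D-luciferin and 10 uM ATP in 50 mM Tris acetate pH 7.5, 10 mM Mg acetate, 0.01% Tween-20, 0.05% BSA; 6-point qHTS titration about 60 µM downward; luminescence read.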
Numbers without * were called inactive; ? = inconclusive; · = not tested or not shown; [ ] = dose if it differs, or a comment. Unless noted, calls follow the shape of the dose curve; as a rule, active = well fitted curve in the direction sought with a large enough effect; inconclusive = small, poorly fitted or top-dose-only effect, or another doubt; inactive = no such curve, though single readings can be large; an effect the other way counts as inactive or inconclusive.

SMILES	ELG1 DNA repair	PKM2 activator	NPC1 promoter act	RORgamma inh	MBNL1-CUG inh	KCNH2 3.1 inh	Rab9 prom act	Menin-MLL TR inh	Mito fusion yeast	VP16 counter	FLuc modulator
COc1ccc(-c2[nH]ncc2CNC(C)CCn2cccn2)cc1F (stereo not given)	1%	0%	-2%	1%	-7%	-46	0%	0%	4%	4%	-1%
Cc1c(C(=O)N2CCN(CC(=O)Nc3ccccc3Cl)CC2)oc2ccc(Br)cc12	-11%	·	-1%	·	·	-73*	2%	·	?	·	·
COC(=O)c1ccccc1NC(=O)CSc1nc(O)cc(=O)n1C1CCCC1	2%	2%	-1%	1%	-1%	13	3%	-13%	2%	8%	-1%
O=C(Nc1ccc(F)cc1F)c1cc(-c2ccco2)nc2ccccc12	-16%	·	17%	19%	9%	-8	4%	?	4%	-2%	?
CC(C)[C@@H](COc1ccccc1)N1CCN(Cc2ccccc2)CCC1=O	-9%	3%	1%	-2%	-9%	-11	1%	-9%	-3%	1%	1%
O=[N+]([O-])c1ccc(-c2ccc(/C=N/c3c(-c4ccco4)nc4ccccn34)o2)c(Cl)c1	?	-4%	9%	-11%	?	·	25%	?	-3%	20%	?
CCN=C1SC(C(=O)NCCc2ccccc2)CC(=O)N1CC (stereo not given)	0%	?	0%	-11%	-7%	-18	-5%	5%	-13%	-13%	9%
O=C(Cc1ccccc1)Nc1nc(-c2cccs2)cs1	?	14%	25%	-27%	9%	-6	20%	?	1%	17%	19µM*
CSc1nsc(SCC(=O)Nc2cccc(NC(C)=O)c2)n1	?	-3%	-4%	-3%	-3%	-6	-3%	2%	0%	3%	-12%
Cc1cc(CNC(=O)CC2C(=O)NCCN2CC(C)(C)C)nn1C (stereo not given)	6%	-7%	-3%	0%	-4%	-8	2%	-2%	2%	-10%	1%

Seven consecutive compounds from above, for reference:
SMILES	ELG1 DNA repair	PKM2 activator	NPC1 promoter act	RORgamma inh	MBNL1-CUG inh	KCNH2 3.1 inh	Rab9 prom act	Menin-MLL TR inh	Mito fusion yeast	VP16 counter	FLuc modulator
COc1ccc(-c2[nH]ncc2CNC(C)CCn2cccn2)cc1F (stereo not given)	1%	0%	-2%	1%	-7%	-46	0%	0%	4%	4%	-1%
Cc1c(C(=O)N2CCN(CC(=O)Nc3ccccc3Cl)CC2)oc2ccc(Br)cc12	-11%	·	-1%	·	·	-73*	2%	·	?	·	·
COC(=O)c1ccccc1NC(=O)CSc1nc(O)cc(=O)n1C1CCCC1	2%	2%	-1%	1%	-1%	13	3%	-13%	2%	8%	-1%
O=C(Nc1ccc(F)cc1F)c1cc(-c2ccco2)nc2ccccc12	-16%	·	17%	19%	9%	-8	4%	?	4%	-2%	?
CC(C)[C@@H](COc1ccccc1)N1CCN(Cc2ccccc2)CCC1=O	-9%	3%	1%	-2%	-9%	-11	1%	-9%	-3%	1%	1%
O=[N+]([O-])c1ccc(-c2ccc(/C=N/c3c(-c4ccco4)nc4ccccn34)o2)c(Cl)c1	?	-4%	9%	-11%	?	·	25%	?	-3%	20%	?
CCN=C1SC(C(=O)NCCc2ccccc2)CC(=O)N1CC (stereo not given)	0%	?	0%	-11%	-7%	-18	-5%	5%	-13%	-13%	9%

Next part
SMILES	ELG1 DNA repair	PKM2 activator	NPC1 promoter act	RORgamma inh	MBNL1-CUG inh	KCNH2 3.1 inh	Rab9 prom act	Menin-MLL TR inh	Mito fusion yeast	VP16 counter	FLuc modulator
CCCOc1ccc(C(=O)CCC(=O)NNC(=O)c2cccs2)cc1	4%	·	-8%	·	·	3	-1%	·	0%	·	?
C/C(=N\NC(N)=S)C1=CCC2C3CC[C@H]4CC(O)CC[C@]4(C)C3CC[C@]12C (stereo not given in full)	-5%	·	-35%[inhibitor]	2.5µM*	-4%	3	-14%	?	-15%	?	-3%
Cc1ccc(NC(=O)c2c([N+](=O)[O-])c(C(C)(C)C)nn2C)c(C)c1	-8%	1%	-4%	30%	1%	-1	1%	14%	-3%	0%	3%
Nc1nnc(CC(=O)N/N=C/c2ccc(-c3cccc(C(=O)O)c3)o2)s1	?	2%	0%	-43%	?	-4	15%	·	-11%	-12%	?
CCS(=O)(=O)n1nc(-c2cccnc2)nc1NCc1ccc(F)cc1	-22%	2%	-4%	24%	-3%	3	-7%	-18%	16%	2%	-1%
CCNC(=S)N1CCN(C(=O)C(Cc2ccccc2)NC(C)=O)CC1 (stereo not given)	?	-7%	-1%	-7%	0%	3	4%	-5%	16%	-12%	-5%
Cc1ccc(NC(=O)C2CCCN(S(=O)(=O)c3ccc4[nH]c(=O)ccc4c3)C2)nc1 (stereo not given)	0%	·	-1%	39%	-3%	2	-4%	7%	-2%	13%	0%
COc1ccc(N2CCN(CCS(=O)(=O)c3cc(Cl)ccc3Cl)CC2)cc1	5%	·	0%	·	·	2	-4%	·	3%	·	·
Cc1nnc2sc(SCc3ccccc3)nn2c1=O	?	?	1%	15%	-16%	·	-6%	5%	-1%	7%	0%
CCCCN(C)CCn1c(=S)[nH]c2ncccc2c1=O	-7%	-9%	1%	-32%	5%	-5	2%	-1%	0%	-1%	-1%

Following part.
SMILES	ELG1 DNA repair	PKM2 activator	NPC1 promoter act	RORgamma inh	MBNL1-CUG inh	KCNH2 3.1 inh	Rab9 prom act	Menin-MLL TR inh	Mito fusion yeast	VP16 counter	FLuc modulator
Cc1[nH]nc2ncc(C(=O)c3cc(Cl)cc(Cl)c3O)cc12	-1%	7%	0%	0%	21%	-5	2%	?	5%	8%	5%
CCOC(=O)Cn1nc(C)n(-c2ccc(C(C)(C)C)cc2)c1=O	-8%	1%	1%	18%	2%	-4	-8%	-7%	0%	2%	6%
CCn1cc(NC(=O)Nc2ccc(OC)c(OC)c2)c(C(N)=O)n1	-8%	0%	-1%	-23%	-8%	-1	-5%	9%	-1%	-8%	3%
CCCCOc1ccc(C(=O)N2CCNC(=O)C2)cc1	11%	·	2%	11%	-2%	1	1%	10%	2%	0%	1%
Cc1ccc(C(=O)CSc2nnc(Cn3nnc4ccccc43)n2C)cc1	1%	4%	0%	19%	-4%	15	-3%	-11%	-3%	15%	-2%
CCSc1nc2sc3c(c2c(=O)[nH]1)CC(C)(CC)OC3 (stereo not given)	21%	1%	1%	13%	-1%	-10	1%	-21%	5%	-16%	-2%
O=C(NN1CC(C(=O)OCc2ccc(Br)cc2)CC1=O)c1ccccc1 (stereo not given)	17%	-4%	2%	28%	-1%	0	-3%	·	-2%	3%	5%
CCOc1ccccc1N(CC)C(=O)Cn1ncc2c(=O)oc3ccccc3c21	8%	0%	-2%	-23%	-11%	0	-5%	0%	5%	-5%	1%
O=C(N/N=C/c1ccc(N2CCOCC2)o1)c1cccc([N+](=O)[O-])c1	-2%	17%	0%	-26%	28%[11.5 µM]	-10	-2%	-17%	-18%	-21%	?
CCC(C(=O)NC(C)(C)C)N(C(=O)Cn1nnc(-c2ccccc2F)n1)c1cccc2c1CCCC2 (stereo not given)	17%	-1%	-1%	8%	-5%	-1	4%	-5%	8%	-7%	0%
Cc1cc2occ(CC(=O)NC3=NCCS3)c2cc1C(C)C	0%	-3%	0%	-137%	3%	-1	-4%	7%	27%	13µM*	4%
COC(=O)c1cc(Br)ccc1-c1ccc(/C=N/n2nnnc2N)o1	?	1%	-3%	-13%	17%	-9	-7%	-8%	-12%	9%	1%
N#Cc1c(Nc2ccccc2)sc(C(=O)c2ccccc2)c1N	-27%	8%	-1%	22%	?	11	-1%	0%	4%	3%[0.365 µM]	0%

This is a subset. The share of hits here may be higher or lower than overall.
